Screening data deposited in PubChem BioAssay by several laboratories.
GRK2 aptamer HTS: inhibitors of human GRK2 displacing RNA aptamer; AID 488847; 330,000 tested, 0.59% active; inhibition of aptamer binding, % at 10 µM; bead flow cytometry, FAM-aptamer displacement from GRK2;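 active = inhibition of aptamer binding above 40%, roughly 3 SD of noise, on plates passing a quality check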;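 also: median bead fluorescence of bound FAM aptamer so fluorescent compounds give negative values; no value below 0 was filed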
AGP1-GFP MLPCN: modulators of TOR pathway AGP1-GFP in S. cerevisiae; S. cerevisiae AGP1-GFP multiplex flow cytometry, 3 h; GFP as percent of DMSO wells; AID 2066; 320,000 tested, 0.02% active; GFP response vs DMSO, % at 10 µM;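 active = GFP response relative to DMSO above a set limit, near screen average plus 3 SD, cut at about 150% in these data; inconclusive = fewer than 70 cells counted for the yeast strain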;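 also: median GFP channel fluorescence of the gated AGP1 strain per well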
CIT2 TOR yeast: yeast TOR pathway CIT2-GFP modulation; S. cerevisiae CIT2-GFP strain, flow cytometry, 3 h; 100 means same as DMSO wells; 320,000 tested, 0.065% active; GFP response vs DMSO, % at 10 µM;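 active = GFP response relative to DMSO above a set limit, near the screen mean plus 3 SD, cut at about 150% in these data; inconclusive = Fewer than 70 cells measured for a yeast strain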;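 also: ratio of well median GFP fluorescence to mean of DMSO wells on the plate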
Bcl-xL primary: blocks human Bcl-xL binding to Bim BH3 peptide; GST-Bcl-xL / FITC-Bim BH3 peptide fluorescence polarization; inhibition, % at 10.9 µM; Q07817; 320,000 tested, 0.7% active;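 active = inhibition above the mean of all tested compounds plus 3 SD, cutoff set per campaign, cut at about 30% in these data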;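 also: 0% = DMSO wells and 100% = unlabeled Bim-BH3 peptide competitor; inhibitors lower millipolarization by displacing the labeled peptide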
Target sequence (Q07817 whole entry, looked up): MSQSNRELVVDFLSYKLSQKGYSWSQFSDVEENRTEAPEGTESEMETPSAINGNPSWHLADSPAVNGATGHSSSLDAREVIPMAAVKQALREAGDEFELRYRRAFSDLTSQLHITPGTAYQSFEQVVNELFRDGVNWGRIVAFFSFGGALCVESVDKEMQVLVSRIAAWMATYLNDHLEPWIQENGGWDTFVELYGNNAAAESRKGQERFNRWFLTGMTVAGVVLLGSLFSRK
Fam108B inh: Fam108B inhibition, counter-screen for RBBP9 inhibitors. recombinant Fam108B, FP-Rh probe fluorescence polarization. inhibition, % at 9.51 µM. 300,000 tested, 0.33% active. AID 1947;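 active = inhibition above the screen mean inhibition plus 3 SD, computed separately per campaign, cut at about 18% in these data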;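 also: inhibitors lower polarization as less probe binds the enzyme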
VLA-4 inh: inhibition in a human VLA-4 binding assay | inhibition, % (about 7 µM as worked out from the volumes in the protocol) | AID 2557 | 330,000 tested, 0.2% active | VLA-4 expressing cells, ligand binding flow cytometry; in the data active = inhibition above about 50%
GLD-1 RNA inh: GLD-1-TGE RNA interaction inhibition (C. elegans) | AID 2280 | 320,000 tested, 0.44% active | Q17339 | inhibition, % at 5.96 µM | purified GLD-1 + fluorescein TGE RNA, fluorescence polarization;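 active = percent inhibition above a per-plate cutoff, the plate mean of test compounds plus 3 SD, cut at about 30% in these data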;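 also: 0% = DMSO wells with GLD-1 and probe and 100% = wells lacking GLD-1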
Target sequence (Q17339 whole entry, looked up): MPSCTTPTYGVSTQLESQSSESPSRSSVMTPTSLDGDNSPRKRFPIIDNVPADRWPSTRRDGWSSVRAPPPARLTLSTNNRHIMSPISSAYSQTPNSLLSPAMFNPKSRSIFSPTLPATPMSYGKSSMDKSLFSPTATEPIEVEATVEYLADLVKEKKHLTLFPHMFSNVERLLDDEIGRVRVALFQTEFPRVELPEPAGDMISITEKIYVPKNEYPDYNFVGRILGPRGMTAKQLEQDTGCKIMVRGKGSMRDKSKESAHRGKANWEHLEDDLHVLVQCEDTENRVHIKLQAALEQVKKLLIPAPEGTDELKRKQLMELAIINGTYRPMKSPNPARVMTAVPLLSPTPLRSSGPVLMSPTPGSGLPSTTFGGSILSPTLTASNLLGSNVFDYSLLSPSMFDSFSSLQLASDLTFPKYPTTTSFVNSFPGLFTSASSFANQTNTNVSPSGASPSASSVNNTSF
MEX-5 binding: C. elegans MEX-5 TCR-2 RNA binding activity; Q9XUB2; MEX-5/FITC-TCR2 RNA binding, fluorescence polarization; hits give low values; activity score (negative = inhibition of binding), % at 10 µM; 300,000 tested, 0.38% active; AID 1832;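 active = inhibition past about -25% in most replicates, and total fluorescence under double the plate's negative control median, limit read from the data; inconclusive = replicates evenly split on the limit, or fluorescence at least double controls; inactive = too little inhibition in most replicates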;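 also: 0% = DMSO and -100% = 5 µM competing unlabeled TCR2 RNA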
MCL1-BIM inh: MCL1-BIM-BH3 interaction inhibition (human). 320,000 tested, 0.68% active. GST-MCL1 / FITC-Bim-BH3 fluorescence polarization. AID 2057. inhibition, % at 10.9 µM. Q07820;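 active = inhibition above the mean inhibition of all tested compounds plus 3 SD, set per campaign, cut at about 40% in these data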;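 also: 0% = DMSO wells and 100% = unlabeled Bim-BH3 peptide control; higher means more loss of mP so more displacement of Bim peptide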
Target sequence (Q07820 whole entry, looked up): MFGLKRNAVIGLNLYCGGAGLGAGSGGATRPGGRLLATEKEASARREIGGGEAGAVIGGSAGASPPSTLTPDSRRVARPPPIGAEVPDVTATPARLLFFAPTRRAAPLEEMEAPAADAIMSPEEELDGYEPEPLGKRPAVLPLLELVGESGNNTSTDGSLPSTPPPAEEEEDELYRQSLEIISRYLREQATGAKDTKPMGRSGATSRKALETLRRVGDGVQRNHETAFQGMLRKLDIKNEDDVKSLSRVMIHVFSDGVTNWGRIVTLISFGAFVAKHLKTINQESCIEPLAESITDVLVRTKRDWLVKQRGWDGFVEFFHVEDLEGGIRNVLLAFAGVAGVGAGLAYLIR
Numbers without * were called inactive; ? = inconclusive; . = no result given.

Each structure is followed by: Bcl-xL primary	GLD-1 RNA inh	MCL1-BIM inh	CIT2 TOR yeast	GRK2 aptamer HTS	Fam108B inh	MEX-5 binding	VLA-4 inh	AGP1-GFP MLPCN
CC(=O)c1c2c3c(cccc3n(C)c1=O)C(=O)c1ccccc1-2
  85*	67*	96*	106	25	6	-12	4	100
O=C(Cc1c(F)cccc1Cl)NCC(=O)OCc1ccccc1
  2	-2	-5	92	0	-2	-1.7	25	106
COc1ccccc1-c1noc(CCC(=O)NC2CCCC2)n1
  1	2	6	98	0	-1	-3.9	19	96
Cc1cc(C(=O)N2CCc3c([nH]c4ccccc34)C2c2c(F)cccc2Cl)no1 (centres undefined)
  5	-1	-3	.	3	1	1.8	6	104
COC(C/C=C\C(=O)COCc1ccccc1)OC
  1	7	-1	.	.	-1	0.1	.	.
O=C(CN1C(=O)c2ccccc2C1=O)Nc1ccc(S(=O)(=O)N2CCOCC2)cc1
  3	-1	-4	99	0	-2	2.5	24	100
CC(C)(C)c1ccc(C(=O)NCCC(=O)NCc2cccs2)cc1
  0	-3	1	97	2	0	-0.8	23	101
COCC(=O)Nc1nc(-c2ccc(C)cc2)c(C)s1
  1	5	2	?	0	5	-0.3	-5	.
COc1ccc(NC(=O)Cn2cnc3c(nnn3-c3ccc(C)cc3)c2=O)cc1
  -3	-5	-10	108	0	0	0.9	5	104
O=C(O)C/C=C(/NC(=O)OCc1ccccc1)C(=O)OCc1ccccc1
  5	-1	-1	100	0	-3	0.3	31	95
COc1cccc(NC(=O)c2cccc(Cl)c2)c1
  -6	1	-5	65	0	3	.	13	75
CCc1c(C)nc2cc(C)[nH]n2c1=O
  1	0	1	106	3	0	-1.7	8	102
COc1ccc(OC)c(NC(=O)CN(C)CC(=O)Nc2ccccc2Br)c1
  5	5	7	101	2	-2	-0.1	7	104
Cc1ccc(S(=O)(=O)c2nc(S(C)(=O)=O)sc2N2CCCCCC2)cc1
  1	3	0	99	0	2	-0.9	6	104
COc1ccccc1CCNC(=O)C(=O)NCC1OCCN1S(=O)(=O)c1cccs1 (centres undefined)
  -5	-1	-2	100	0	6	-2.0	3	98
CCOP(=O)(OCC)c1nc(-c2cccc3ccccc23)oc1NCc1ccccc1
  6	0	-1	96	1	5	-1.1	6	96
Cc1ccc(/C=N/NC(=O)Cn2nnc(N)n2)o1
  4	2	0	114	3	0	0.2	17	111
COc1ccc(NC(C)=O)cc1NC(=O)c1ccc(C#N)cc1
  0	-1	-2	89	1	1	1.4	-12	100
COc1ccc(NC(=O)c2ccc3c(=O)n(CC4CCCO4)c(=S)[nH]c3c2)c(OC)c1 (centres undefined)
  2	8	2	97	0	-2	2.4	-7	93
Cn1nnc(NC(=O)c2cccc(F)c2)n1
  -3	1	-1	98	2	5	2.1	-3	100

Remaining list, next part:
Each structure is followed by: Bcl-xL primary	GLD-1 RNA inh	MCL1-BIM inh	CIT2 TOR yeast	GRK2 aptamer HTS	Fam108B inh	MEX-5 binding	VLA-4 inh	AGP1-GFP MLPCN
CCCOc1ccc(CSC(=N)N)cc1C(=O)OC
  2	4	6	.	0	-3	1.1	1	.
CCN(CC(=O)Nc1c(F)cccc1F)C(=O)CCNC(=O)c1ccc([N+](=O)[O-])cc1
  8	0	-6	108	6	1	-0.8	2	110
O=C(c1ccc(F)cc1)C1CCN(C(=S)Nc2ccc(F)cc2)CC1
  6	-1	14	94	6	0	-0.1	12	93
Cc1ccc(S(=O)(=O)Nc2nc3ccccc3nc2NCc2ccc3c(c2)OCO3)cc1C
  4	3	1	100	0	4	4.3	5	100
CN(c1ccc(C(=O)N2CCc3ccccc3C2)cc1)S(C)(=O)=O
  4	1	1	103	1	-3	1.5	9	108
COc1ccc(NC(=O)c2nc[nH]c2C(=O)N2CCC(C)CC2)cc1
  6	4	8	95	0	4	-0.1	-11	88
Cc1csc2nnc(N)n12
  7	-1	13	.	0	0	-0.2	5	102
Cc1cccc(NC(=O)COc2ccccc2)c1
  1	-1	2	106	0	0	-0.4	0	97
CCOc1ccc2nc(SCC(=O)N(C)C)[nH]c2c1
  2	5	-1	106	1	-1	0.4	-6	109
Cc1c(C)n(Cc2ccc(F)cc2)c2ccc(C(=O)N3CCN(c4ccccn4)CC3)cc12
  1	2	1	98	1	-10	3.9	24	97
COc1ccc(CCNCC(O)COc2cccc(C(C)=O)c2)cc1OC (centres undefined)
  3	-6	2	109	0	4	0.0	12	104
CCC(C)N(C(=O)COc1ccccc1C#N)C1CCS(=O)(=O)C1 (centres undefined)
  0	11	-5	100	1	-2	-2.3	-1	106
CCN(CC(=O)Nc1ccc(NC(C)=O)cc1)C(=O)c1ccc2c(c1)OCO2
  1	-1	0	95	1	.	.	0	99
C[C@@H]1O[C@@H](O[C@@H]2C(=O)c3c(O)cc(O)cc3O[C@H]2c2ccc(O)c(O)c2)[C@H](O)[C@H](O)[C@H]1O
  6	-1	10	100	3	.	.	0	103
COc1ccc(-c2cc(C(F)(F)F)nc(N3CCOCC3)n2)cc1
  1	5	0	103	0	0	1.0	8	107
COc1cc(NC(=O)CSC(=S)N2CCCC2)c(OC)cc1Cl
  2	3	4	99	13	6	-4.3	-13	93
COc1ccc2nc(N=Nc3ccc(O)c4ccccc34)sc2c1
  -8	3	-7	110	0	1	-1.0	.	117
CC(C)(C)Oc1ncc(Br)c(OC(C)(C)C)n1
  -3	3	-2	111	2	-2	0.5	5	106
CCCCC(=O)NC(=S)Nc1cc([N+](=O)[O-])ccc1OC
  -2	-3	-2	80	0	-2	-3.7	6	83
COCCNC(=O)/C(=C/c1ccccc1Cl)c1ccccc1
  -1	7	-5	105	3	2	-0.5	32	103

(list continues)
Each structure is followed by: Bcl-xL primary	GLD-1 RNA inh	MCL1-BIM inh	CIT2 TOR yeast	GRK2 aptamer HTS	Fam108B inh	MEX-5 binding	VLA-4 inh	AGP1-GFP MLPCN
O=S(=O)(Nc1ccncc1Cl)c1ccccc1
  5	-1	-1	85	9	1	0.5	6	87
COc1ccc(-c2cc(NCc3ccccn3)n3ncnc3n2)cc1
  -2	0	6	?	0	0	3.2	-2	?
CC(=O)NCCn1c(SCC(=O)OCc2ccccc2)nc2ccccc2c1=O
  -1	5	0	103	0	1	0.0	31	101
Cc1cccc(NC(=O)CSc2cc(C(=O)c3nccn3C)c3ccccc3n2)c1
  0	0	-1	88	0	1	-0.8	-15	100
COc1ccc(CCC2(C)NC(=O)N(C(C)C(=O)N3c4ccccc4CC3C)C2=O)cc1 (centres undefined)
  -1	-3	-1	91	1	.	.	12	96
O=C(COC(=O)CNC(=O)c1ccccc1)NCCNC(=O)COC(=O)CNC(=O)c1ccccc1
  -3	-4	-10	96	1	.	.	21	95
O=c1ccc(/C=C/c2ccccc2)nn1Cc1ccccc1
  10	-1	-3	80	0	-3	-1.7	1	77
COc1cccc(-n2c(SCC(=O)NC3CCCCC3)nc3n[nH]c(C)c3c2=N)c1
  15	5	11	101	0	-2	1.3	0	109
CC1CC(=O)N(CC(=O)Nc2ccc(F)cc2F)c2ccccc2S1(=O)=O (centres undefined)
  0	-4	6	105	4	-1	-1.4	10	108
CCOc1ccc(N(CC(=O)NCCSc2ccccn2)S(C)(=O)=O)cc1
  2	7	6	90	1	-2	3.2	10	96
COc1ccccc1NC(=O)Cn1c(O)c(N=NC(=O)c2ccccc2O)c2ccccc21
  9	-3	50*	107	2	-5	-0.3	-3	98
CCN1CCc2c(sc(N)c2C(N)=O)C1
  61*	23	64*	115	2	-1	-21	-17	90
CCN(CC(=O)Nc1c(F)cccc1F)C(=O)c1ccc(-c2ccc(C(C)=O)cc2)o1
  2	6	4	96	0	.	.	10	96
Clc1cccc(Nc2nc(N3CCOCC3)nc(N3CCOCC3)n2)c1
  2	11	3	113	1	-1	5.0	-8	107
CC1CCCC(NC(=O)CN2C(=O)c3cccnc3Oc3ccc(Cl)cc32)C1C (centres undefined)
  2	4	-4	91	0	-1	1.7	3	75
COc1cc(C(=O)NC2=NCCS2)ccc1OCc1c(C)noc1C
  1	1	3	103	1	7	0.8	-2	104
Cc1cccc([C@H](NC(=O)OC(C)(C)C)C(=O)OC(C)(C)C)c1
  3	-2	0	93	1	.	.	24	100
CN(C)/N=C/c1ccc(P(c2ccc(/C=N/N(C)C)o2)c2ccc(/C=N/N(C)C)o2)o1
  5	13	12	110	1	1	-0.2	-1	109
Cc1cc(C)c2c(N)c(C(=O)NC3CC3)sc2n1
  6	0	4	107	1	-4	2.3	-8	92
O=C(NCC1CCOCC1)c1ccc2nc(Cc3cccc(Cl)c3)oc2c1
  1	4	2	99	0	0	-2.7	17	100
CC1(C)CC[C@]2(C(=O)O)CC[C@]3(C)C(=CC[C@@H]4[C@@]5(C)CC[C@H](O[C@@H]6O[C@H](C(=O)O)[C@@H](O)[C@H](O[C@@H]7OC[C@H](O)[C@H](O)[C@H]7O)[C@H]6O)C(C)(C)[C@@H]5CC[C@]43C)[C@@H]2C1
  .	6	.	84	8	.	.	17	87
COc1ccccc1NC(=O)CSc1ccc2nnc(CCNC(=O)c3ccccc3)n2n1
  0	1	-4	103	4	1	1.8	7	91
CCC1=NN(C(=O)CCc2ccccc2O)C(O)(C(F)(F)F)C1 (centres undefined)
  -3	2	3	95	2	0	0.6	-22	91

Another view of part of the listing above.
Molecule | Bcl-xL primary | GLD-1 RNA inh | MCL1-BIM inh | CIT2 TOR yeast | GRK2 aptamer HTS | Fam108B inh | MEX-5 binding | VLA-4 inh | AGP1-GFP MLPCN
CCN(CC(=O)Nc1c(F)cccc1F)C(=O)c1ccc(-c2ccc(C(C)=O)cc2)o1 | 2 | 6 | 4 | 96 | 0 | . | . | 10 | 96
Clc1cccc(Nc2nc(N3CCOCC3)nc(N3CCOCC3)n2)c1 | 2 | 11 | 3 | 113 | 1 | -1 | 5.0 | -8 | 107
CC1CCCC(NC(=O)CN2C(=O)c3cccnc3Oc3ccc(Cl)cc32)C1C (centres undefined) | 2 | 4 | -4 | 91 | 0 | -1 | 1.7 | 3 | 75
COc1cc(C(=O)NC2=NCCS2)ccc1OCc1c(C)noc1C | 1 | 1 | 3 | 103 | 1 | 7 | 0.8 | -2 | 104
Cc1cccc([C@H](NC(=O)OC(C)(C)C)C(=O)OC(C)(C)C)c1 | 3 | -2 | 0 | 93 | 1 | . | . | 24 | 100
CN(C)/N=C/c1ccc(P(c2ccc(/C=N/N(C)C)o2)c2ccc(/C=N/N(C)C)o2)o1 | 5 | 13 | 12 | 110 | 1 | 1 | -0.2 | -1 | 109
Cc1cc(C)c2c(N)c(C(=O)NC3CC3)sc2n1 | 6 | 0 | 4 | 107 | 1 | -4 | 2.3 | -8 | 92
O=C(NCC1CCOCC1)c1ccc2nc(Cc3cccc(Cl)c3)oc2c1 | 1 | 4 | 2 | 99 | 0 | 0 | -2.7 | 17 | 100
CC1(C)CC[C@]2(C(=O)O)CC[C@]3(C)C(=CC[C@@H]4[C@@]5(C)CC[C@H](O[C@@H]6O[C@H](C(=O)O)[C@@H](O)[C@H](O[C@@H]7OC[C@H](O)[C@H](O)[C@H]7O)[C@H]6O)C(C)(C)[C@@H]5CC[C@]43C)[C@@H]2C1 | . | 6 | . | 84 | 8 | . | . | 17 | 87
COc1ccccc1NC(=O)CSc1ccc2nnc(CCNC(=O)c3ccccc3)n2n1 | 0 | 1 | -4 | 103 | 4 | 1 | 1.8 | 7 | 91
CCC1=NN(C(=O)CCc2ccccc2O)C(O)(C(F)(F)F)C1 (centres undefined) | -3 | 2 | 3 | 95 | 2 | 0 | 0.6 | -22 | 91

Not a hit list, and some 2.2% of all compounds hit somewhere here.
